GFP derepression: derepresses silenced GFP locus in mouse C127i cells. mouse C127i GFP locus derepression, cytometry, 30 h. Potency, µM (titrated, usually from 46.1 µM), without a hit: at the highest dose GFP derepression (activation). 0.09% of 68,000 active; also: % of control where 0% means no effect
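Locus derepression in mouse mammary C127i cells whose integrated CMV-GFP reporter is normally silent; GFP expression after 30 h compound treatment was quantified by counting fluorescent cells.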
ALOX15 inhib: inhibitors of human 15-lipoxygenase (ALOX15). P16050. purified 15hLO-1, xylenol orange hydroperoxide absorbance. Potency, µM (doses to about 57.1 µM), for inactives: at the top dose activity change, negative = inhibition, most hits filed as inhibitors. 1.4% of 74,000 active. AID 887; also: potency is read from the fitted curve at half-maximal effect; % is scaled to controls: 0 for no effect and ±100 for the full control effect; nearly all actives have a fitted effect of over 55% in size
Target sequence (P16050 whole entry, looked up): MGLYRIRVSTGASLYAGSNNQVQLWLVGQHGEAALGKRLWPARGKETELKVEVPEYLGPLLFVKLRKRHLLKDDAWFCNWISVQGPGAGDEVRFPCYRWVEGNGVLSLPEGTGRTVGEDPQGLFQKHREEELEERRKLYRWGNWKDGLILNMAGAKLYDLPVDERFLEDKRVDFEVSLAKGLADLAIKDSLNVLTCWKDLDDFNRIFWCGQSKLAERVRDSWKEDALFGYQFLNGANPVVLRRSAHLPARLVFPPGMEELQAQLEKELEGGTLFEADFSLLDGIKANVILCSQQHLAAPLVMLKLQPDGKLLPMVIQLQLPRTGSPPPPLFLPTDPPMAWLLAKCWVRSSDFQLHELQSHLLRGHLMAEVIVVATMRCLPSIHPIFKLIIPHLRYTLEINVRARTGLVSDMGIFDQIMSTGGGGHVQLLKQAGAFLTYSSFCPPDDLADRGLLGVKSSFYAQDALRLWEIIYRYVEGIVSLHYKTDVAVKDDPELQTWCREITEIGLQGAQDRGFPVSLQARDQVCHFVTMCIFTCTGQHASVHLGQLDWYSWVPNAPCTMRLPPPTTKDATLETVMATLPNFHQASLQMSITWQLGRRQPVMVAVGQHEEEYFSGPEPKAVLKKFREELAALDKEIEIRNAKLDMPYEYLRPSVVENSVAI
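Hydroperoxide formed from arachidonic acid (50 uM) by purified human 15hLO-1 (40 nM) oxidizes ferrous iron, and the ferric-xylenol orange complex is read at 573 versus 405 nm. Compounds were preincubated 15 min; reaction ran 6 min at room temperature.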
BRCT PPI green: inhibitors of human BRCA1 BRCT-phosphoprotein interaction (green fluorophore); Potency, µM (top dose mostly 76.9 µM), without a hit: top-dose activity change, negative = inhibition, most hits filed as inhibitors; 0.05% of 75,000 active; P38398; AID 875; BRCA1 BRCT-phosphopeptide binding, green fluorescence polarization;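 also: potency is read from the fitted curve at half-maximal effect; plate controls were peptide without protein for full effect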
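Compounds were incubated for 12 min at room temperature with a complex of 100 nM fluorescein-tagged pBACH1 decapeptide and 250 nM His-tagged BRCT protein. Buffer was phosphate pH 7.3 with EDTA, DTT and Tween 20. Disruption of binding lowers the polarization signal.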
BRCT inh red: disrupts BRCA1 BRCT binding to phosphoprotein, red fluorophore readout; P38398; BRCT-phosphopeptide binding, red fluorescence polarization; Potency, µM (highest dose often 76.9 µM), inactives show at the highest dose activity change, negative = inhibition, actives largely listed as inhibitors; 0.03% of 75,000 active; also: % is scaled to controls: 0 for no effect and ±100 for the full control effect
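Rhodamine-labelled pBACH1 10-mer (100 nM) bound to BRCT domain (100 nM) at pH 7.3; compounds incubated 12 min room temperature, polarization read. Free peptide defines full inhibition; unlabelled decapeptide titrated as control.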
HBB splice mod: modulators of hemoglobin beta chain splicing. HBB splicing reporter cell assay, activation; EGFP reporter with mutant IVS2-654 intron; response scale: normalised to 500 nM splice-correcting PNA. Potency, µM (doses to about 46.1 µM), without a hit: at the highest dose activation, hits mostly activators. 0.06% of 65,000 active; also: potency is read from the fitted curve at half-maximal effect; 0% is about no effect
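HeLa cells stably expressing EGFP interrupted by mutant beta-globin intron 2 (IVS2-654), 500/well in 2% FCS. Treated with compound for 2 days at 37C. Splicing correction scored as total well GFP intensity (488 nm excitation, 500-520 nm emission); 500 nM antisense PNA served as control.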
Pol III holo inh: blocks replication by bacterial DNA polymerase III holoenzyme. AID 603. 0.25% of 71,000 active. reconstituted DNA polymerase III holoenzyme replication, biochemical. Potency, µM (top dose mostly 57.1 µM), inactives show at the highest dose activity change, negative = inhibition; also: potency is read from the fitted curve at half-maximal effect; % is scaled to controls: 0 for no effect and ±100 for the full control effect
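Reconstituted *E. coli* holoenzyme (0.35 nM Pol III, 1 nM beta, 154 nM SSB, 2 nM primase) was preincubated with compound for 15 min at RT. Synthesis on 1.4 nM ssM13Gori ran 35 min, then was stopped with PicoGreen/EDTA and read as dsDNA fluorescence.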
Ub-GFP proteasome: proteasome inhibitors stabilizing ubiquitin-GFP reporter; 67,000 tested, under 10 active; Potency, µM (titrated, usually from 45.9 µM), inactives show at the top dose activation (GFP accumulation), usual class: activators; Ubiquitin-GFP reporter cells, proteasome inhibition, GFP fluorescence; response scale: untreated = 0%, 10 µM MG-132 = 100%; active = well fitted activation curve with a large enough effect, not every such curve was filed as active; inconclusive = small, poorly fitted or top-dose-only effect, or another doubt; inactive = no such curve, though single readings can be large or run the other way; also: potency is read from the fitted curve at half-maximal effect
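GFP accumulation read-out: laser plate cytometry counting ubiquitin(G76V)-GFP-expressing U2OS cells after 4 hr compound exposure at 37 °C. Titrations spanned 46 uM to 2.9 nM; 0% = basal, 100% = 10 uM MG-132; concentration-response curves fitted.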
CRE-bla Fsk: modulators of forskolin-stimulated CRE signaling in CHO cells | CHO CRE-bla reporter (cAMP response element driving beta-lactamase), forskolin EC10, beta-lactamase ratio | Potency, µM (series often up to 38.2 µM), for the others: top-dose activity change, negative = inhibition, actives largely listed as activators | 2.5% of 71,000 active | AID 662; active = well fitted activation curve with a large enough effect in the signal ratio, with a control signal flat, not every such curve was filed as active; inconclusive = small, poorly fitted or top-dose-only effect, or effect the other way, or a change in a side signal; the % refers to the signal ratio; also: potency is read from the fitted curve at half-maximal effect; % of control where 0% means no effect
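CRE-bla CHO cells stimulated with EC10 NKH 477 (water-soluble forskolin) and compound titrations, 3 h at 37C; beta-lactamase read with CCF4 after 2 h at room temperature. Activity from 460/530 nm emission ratio, AC50 values for positive or negative modulation.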
A350 autofl: compounds fluorescent in Alexa 350 spectral region; Compound autofluorescence, 340/450 nm, Alexa 350 dye-equivalents; stronger effect = higher value; max dye-equivalent concentration, M; 11% of 59,000 active; in the data active = max dye-equivalent concentration above about 10 nM; inconclusive = mostly about 1.1 nM to 9.6 nM
4-MU autofl: compounds fluorescent in 4-MU spectral region | compound autofluorescence, 340/450 nm, 4-MU equivalents; stronger effect = higher value | max dye-equivalent concentration, M | 11% of 59,000 active | AID 589; in the data active = max dye-equivalent concentration above about 10 nM; inconclusive = mostly about 1.1 nM to 9.6 nM
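Compounds in 100 mM Tris, pH 8.0, sat 15 min at room temperature before fluorescence was read at 340 nm excitation/450 nm emission; a per-plate six-point 4-MU standard curve converted signals to dye-equivalent concentration at each compound concentration.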
Hsp90 Hop PPI: changes Hsp90-Hop TPR2A binding signal, up or down; Potency, µM (series often up to 57 µM), inactives show top-dose activity change, negative = inhibition; AlphaScreen TPR2A-His6 binding biotin-Hsp90 C-terminal peptide; 0.44% of 71,000 active; active = well fitted curve in either direction with a large enough effect; inconclusive = small, poorly fitted or top-dose-only effect, or another doubt; also: potency is read from the fitted curve at half-maximal effect; % is scaled to controls: 0 for no effect and ±100 for the full control effect; many of its hits are not listed in these tables
The depositor's hits bear a star; i = inactive; ? = inconclusive; . = not tested or not shown; [ ] = remark or other dose. Unless noted, calls follow the shape of the dose curve; as a rule, active = well fitted curve in the direction sought with a large enough effect; inconclusive = small, poorly fitted or top-dose-only effect, or another doubt; inactive = no such curve, though single readings can be large; an effect the other way counts as inactive or inconclusive.

SMILES	GFP derepression	ALOX15 inhib	BRCT PPI green	BRCT inh red	HBB splice mod	Pol III holo inh	Ub-GFP proteasome	CRE-bla Fsk	A350 autofl	4-MU autofl	Hsp90 Hop PPI
CCCCn1c(SCC(=O)N2CCN(c3ccccc3)CC2)nc2ccsc2c1=O	0%	?	0.5%	0.4%	3.0%[0.369 µM]	-4%	.	?	i	i	-5%
COc1ccc(C(c2nnnn2Cc2ccccc2)N2CCN(c3nc4ccccc4s3)CC2)cc1 (configuration not stated)	1%	-11%	-2.0%	-0.2%	.	-6%	-5%	?	i	i	-7%
C=CCNC(=O)c1cnc2n(c1=O)CCS2	.	5%	-1.5%	0.4%	0.4%	-2%	4%	-5%	.	.	-1%
O=C(Cc1cn2ccsc2n1)Nc1ccccn1	-1%	-26%	-0.8%	-1.2%	-0.5%[57.5 µM]	-4%	-6%	1%	i	i	-9%
CCOC(=O)c1c(COc2ccccc2)oc2ccc(O)cc12	4%	-28%	9.9%	0.4%	-0.7%[9.22 µM]	-1%	-15%	?	.	.	0%
CCOC(=O)c1cc(-c2ccc(C)o2)nn1CCC#N	0%	-2%	2.0%	0.5%	0.4%[1.84 µM]	-3%	-7%	?	?	i	1%
CCOc1cc(S(=O)(=O)n2c(C)nc3ccccc32)ccc1F	3%	1%	-1.7%	0.8%	-1.1%	3%	-2%	10%	i	i	-3%
Cc1cc(N2CCN(Cc3ccc4c(c3)OCO4)CC2)n2ncnc2n1	1%	-15%	-1.2%	0.1%	-2.9%	3%	-3%	22%	i	i	?
CCOC(=O)Cc1nnc(NC(=O)CSc2nnc3c4ccccc4n(C(C)C)c3n2)s1	2%	-20%	2.4%	-2.0%	-0.7%	-12%	6%	10µM*	i	i	-2%
CCSc1oc(-c2ccccc2)nc1S(=O)(=O)c1ccccc1	0%	-30%	7.9%	2.1%	-0.3%	1%	5%	?	i	i	?
Cc1[nH]nc2c1C1(CCN(C(=O)c3ccccc3)CC1)C(C#N)=C(N)O2	0%	2%	1.0%	-0.2%	.	-5%	2%	3%	i	i	0%
O=C(COc1ccc(Cl)cc1)NCc1nnc(SCC(=O)NC2CCCCC2)o1	-2%	1%	-1.4%	2.0%	0.1%	0%	0%	2%	i	i	-2%
CCc1cc2c(NCCC(=O)O)ncnc2s1	3%	9%	-2.2%	1.6%	1.2%[57.5 µM]	-4%	0%	0%	?	?	-2%
Cn1c(Cc2ccccc2)nnc1SCCC(=O)Nc1ccccc1	10%	-9%	-1.9%	0.5%	9.4%	2%	-3%	-6%	?	i	-3%
Cn1c(=O)c2c(nc(SCC(=O)Nc3ccc(N4CCOCC4)c(Cl)c3)n2C)n(C)c1=O	2%	11%	-2.1%	-1.1%	-0.7%	0%	4%	-5%	i	i	-2%
CC(C)(C)c1ccc(C(=O)Nc2nonc2-c2nc3ccccc3[nH]2)cc1	2%	-21%	1.1%	0.4%	0.9%	-12%	-7%	-1%	i	i	-5%
O=c1n(Cc2ccccc2Cl)c2sc3c(c2c2ncnn12)CCCC3	-3%	5%	-4.0%	-2.0%	0.3%	-4%	8%	0.2µM*	i	i	-3%
CCCCCn1c(CNC(=O)CCC)nc2ccccc21	.	2%	-0.9%	-1.0%	-0.1%	-2%	-2%	-15%	.	.	0%
Cc1ccc(C(=O)Nc2nc(COc3ccccc3)cs2)s1	1%	-23%	-0.3%	-1.7%	-3.3%	2%	3%	-6%	i	i	11%
COc1ccc(-c2nnc(SCC(=O)N3CCCc4ccccc43)o2)cc1OC	-1%	6%	0.0%	1.5%	0.0%[57.5 µM]	-2%	4%	?	i	i	-3%
Cc1cc(C(=O)OCC(=O)N(C)C2CCS(=O)(=O)C2)c(C)n1-c1ccccc1 (configuration not stated)	3%	-2%	-2.6%	0.4%	-0.8%	5%	5%	?	i	i	-7%
O=C1CC(Nc2ccccc2)C(=O)N1c1ccc(N2CCOCC2)cc1 (configuration not stated)	0%	2%	-1.6%	1.8%	-0.6%	-1%	1%	-6%	i	i	0%
CCCCc1ccc(NC(=O)COCC)cc1	0%	5%	-0.8%	1.5%	0.1%	-2%	-6%	-2%	i	i	3%
O=C(O)c1ccc(NS(=O)(=O)/C=C/c2ccccc2)cc1O	5%	-10%	0.0%	-3.0%	1.0%	-10%	-5%	-17%	?	i	-3%
CC1CC(C)CN(C(=O)CCCn2c(=S)[nH]c3ccccc3c2=O)C1 (configuration not stated)	?	-29%	-1.8%	-1.1%	0.8%	-10%	2%	27%	?	i	-4%
O=C(O)CCCCCC[C@@H]1C(=O)NC(=O)N1CC[C@@H](O)C1CCCCC1	-2%	.	.	.	-0.2%	-6%	-4%	?	?	?	-9%
Cc1csc2nc(CNS(=O)(=O)c3ccc4c(c3)CCCC4)cn12	.	3%	-1.7%	0.5%	-0.8%	0%	-4%	7%	.	.	-3%
COc1ccc(C(O)c2nccn2Cc2ccccc2)cc1 (configuration not stated)	-3%	26%	-1.8%	-2.3%	-1.6%	-2%	1%	-5%	i	i	-3%
COc1ccc(CCNC(=O)CSc2nnc(CNC(=O)c3cccs3)o2)cc1OC	-2%	-4%	-5.3%	-3.2%	0.3%	-1%	-3%	-6%	i	i	-5%
O=C(Cn1cc2c(n1)CCCCC2)NCCCN1CCOCC1	-3%	4%	-3.5%	-1.0%	0.8%	-12%	-7%	1%	.	.	1%
CCS(=O)(=O)NCCc1cc2ccc(C)cc2[nH]c1=O	-3%	0%	-2.3%	0.0%	2.3%	-4%	-7%	-16%	i	i	-8%
CCN1CCCC1CNC(=O)c1cn(CC)c2ccc(S(=O)(=O)N3CCCCCC3)cc2c1=O (configuration not stated)	1%	0%	3.2%	0.6%	-2.5%	-4%	-6%	-16%	i	i	-2%
CCOc1ccccc1N1CCN(C(=O)c2cc3c(s2)CCC3)CC1	1%	-15%	-2.4%	-0.4%	-3.9%	-4%	1%	?	i	i	-1%
Cc1cc2nc(-c3ccc(SCC(=O)N4CCOCC4)nc3)[nH]c2cc1C	-3%	-3%	-1.9%	0.4%	.	?	2%	4%	2.4e-08M*	2.8e-08M*	-4%
CCN1CCN(Cc2c(C)[nH]c3ccc(C(=O)OC)cc3c2=O)CC1	3%	-6%	-0.9%	-2.0%	-1.5%	1%	-9%	?	?	?	-7%
O=S(=O)(NCc1cccnc1)c1ccc(Cl)c(Cl)c1Cl	3%	6%	-1.3%	-2.1%	-0.8%	-11%	-7%	5%	i	i	-3%
CCOc1ccc(N2CC(C(=O)NC(C)C)CC2=O)cc1 (configuration not stated)	1%	5%	-1.0%	0.5%	.	5%	2%	-4%	i	i	-4%
CCCCCOC(=O)C1=C(C)NC(=O)NC1c1ccccc1OCC (configuration not stated)	0%	-5%	1.1%	-0.1%	3.3%	-8%	0%	?	.	.	-5%
CCOC(=O)C1=C(C)N(C)C(C)=C(C(=O)OCC)C1c1ccncc1	0%	2%	-1.7%	-1.6%	-0.2%	-5%	3%	-1%	?	?	-3%
CC1CCCC(NC(=O)CSc2ncccc2C(=O)O)C1C (configuration not stated)	1%	-1%	-0.1%	1.0%	0.3%[57.5 µM]	?	-3%	-9%	i	i	2%
CCc1ccc(CN(C)CCc2ccccn2)cc1	-2%	3%	0.8%	-0.8%	2.5%	4%	0%	0%	?	i	-2%

Copied from the list:
Reading of CCCCc1ccc(NC(=O)COCC)cc1 in Pol III holo inh: -2%
Reading of CC(C)(C)c1ccc(C(=O)Nc2nonc2-c2nc3ccccc3[nH]2)cc1 in BRCT PPI green: 1.1%
Reading of Cc1cc2nc(-c3ccc(SCC(=O)N4CCOCC4)nc3)[nH]c2cc1C in A350 autofl: 2.4e-08M*
Reading of CCCCCn1c(CNC(=O)CCC)nc2ccccc21 in BRCT PPI green: -0.9%
Reading of CC1CCCC(NC(=O)CSc2ncccc2C(=O)O)C1C (configuration not stated) in CRE-bla Fsk: -9%

Ordered by heavy-atom count (lowest first): part of the list above.
SMILES	GFP derepression	ALOX15 inhib	BRCT PPI green	BRCT inh red	HBB splice mod	Pol III holo inh	Ub-GFP proteasome	CRE-bla Fsk	A350 autofl	4-MU autofl	Hsp90 Hop PPI
Cc1csc2nc(CNS(=O)(=O)c3ccc4c(c3)CCCC4)cn12	.	3%	-1.7%	0.5%	-0.8%	0%	-4%	7%	.	.	-3%
CCN1CCN(Cc2c(C)[nH]c3ccc(C(=O)OC)cc3c2=O)CC1	3%	-6%	-0.9%	-2.0%	-1.5%	1%	-9%	?	?	?	-7%
Cc1cc(N2CCN(Cc3ccc4c(c3)OCO4)CC2)n2ncnc2n1	1%	-15%	-1.2%	0.1%	-2.9%	3%	-3%	22%	i	i	?

Compound activity (PubChem BioAssay)

An unsorted share of the library. Share with any hit: about 12%.
